Source: PubChem BioAssay
FN deposit inh – fibronectin deposition inhibition; AH1F fibroblasts, Alexa488-fibronectin deposition fluorescence, overnight; inhibition, % at 12.6 µM; 350,000 tested, 0.086% active; AID 743247;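 active = mean inhibition across replicates of 30% or more, regardless of how many single replicates reach that level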;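 also: positive control wells lacked labelled fibronectin entirely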
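Material: AH1F fibroblasts assembling fluorescent fibronectin matrix; amount: 10000 AH1F cells/well; medium: DMEM, 2% serum; reagent: Alexa488-fibronectin, 24 nM final in well; dosing: single compound dose, delivered by pin transfer; incubation: 1 h adhesion, overnight exposure; detection: fluorescence after three HBSS washes, excitation 485 nm, emission 525 nm; measure: fibronectin deposition inhibition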
SIRT5 inh – blocks human SIRT5 desuccinylation of peptide; Purified SirT5, succinyl-peptide AMC, trypsin-coupled fluorescence; 330,000 tested, 1.1% active; AID 652115; inhibition, % at 15 µM; in the data active = inhibition above about 15%
Target sequence (Q9NXA8 whole entry, looked up): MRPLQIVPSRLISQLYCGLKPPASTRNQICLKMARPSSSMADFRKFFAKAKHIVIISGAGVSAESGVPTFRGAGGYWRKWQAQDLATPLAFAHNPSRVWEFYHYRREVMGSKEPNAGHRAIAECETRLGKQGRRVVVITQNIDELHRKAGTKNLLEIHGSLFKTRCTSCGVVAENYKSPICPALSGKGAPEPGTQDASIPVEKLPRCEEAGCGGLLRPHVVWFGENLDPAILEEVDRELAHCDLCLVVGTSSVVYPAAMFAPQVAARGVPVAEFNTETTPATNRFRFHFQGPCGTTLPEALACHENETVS
Casp6 inh – inhibitors of human caspase-6; P55212; purified caspase-6, Z-VEID-R110 cleavage fluorescence; inhibition, % at 12.5 µM; 350,000 tested, 0.53% active;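 active = mean inhibition across replicates at least about 35%, with every replicate also reaching that limit, limit read from the data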;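 also: 0% = median of neutral control wells and 100% = no fluorescence left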
Target sequence (P55212 24-179 limits assumed): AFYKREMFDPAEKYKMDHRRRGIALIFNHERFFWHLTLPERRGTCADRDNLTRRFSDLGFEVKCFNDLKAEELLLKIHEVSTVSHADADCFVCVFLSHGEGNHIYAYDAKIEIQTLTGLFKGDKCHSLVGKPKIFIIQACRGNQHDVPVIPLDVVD
Target sequence (P55212 194-293 limits assumed): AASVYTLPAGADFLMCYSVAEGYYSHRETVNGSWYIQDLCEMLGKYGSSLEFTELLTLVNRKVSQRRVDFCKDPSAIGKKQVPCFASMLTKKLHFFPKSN
Statin myotox sup – protects C2C12 myotubes from simvastatin toxicity | ATP luminescence, 48 h; scaled: DMSO 0, geranylgeraniol control 100 | rescue of ATP level, % at 7.49 µM | 330,000 tested, 0.78% active | AID 602340;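 active = mean ATP rescue above about 67%, or every replicate alone reaching that limit, limit read from the data, passing the limit was not always enough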;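 also: myotubes were challenged with 10 µM simvastatin during compound exposure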
esBAF inh – SWI/SNF esBAF complex inhibition | mouse ES cells, Bmi1-luciferase knock-in reporter, 24 h; 100% = twice the neutral-well signal | reporter increase, % at 12.5 µM | 350,000 tested, 2% active | AID 602393; in the data active = activation above about 40%;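 also: 0% = median of the plate's neutral control wells and 100% = double that signal; a rise in the Bmi1 reporter signal indicates esBAF inhibition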
LGR2 antag – inhibitors of bursicon-induced Drosophila LGR2 receptor cAMP signaling. AID 720647. inhibition, % at 9.99 µM. HEK293 LGR2, CRE-luciferase, bursicon-stimulated, 4 h. 380,000 tested, 0.35% active;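 active = drop in luminescence signal, shown as inhibition above about 50% in the replicate tests, limit read from the data, passing the limit was not always enough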;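 also: agonist challenge used bursicon conditioned medium at about half maximal strength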
S100A4 MyoIIA – blocks human S100A4 binding to myosin IIA peptide; S100A4/TAMRA-MyoIIA peptide fluorescence polarization; P26447; inhibition, % at 10.7 µM; 360,000 tested, 0.14% active;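 active = mean inhibition of at least 70% across replicates, with every replicate also reaching that level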
Target sequence (P26447 whole entry, looked up): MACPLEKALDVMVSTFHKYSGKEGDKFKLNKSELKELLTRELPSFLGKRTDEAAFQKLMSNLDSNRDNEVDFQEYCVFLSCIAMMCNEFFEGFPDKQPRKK
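System – human S100A4 monomer protein, biochemical binding assay · Buffer or medium – Calcium-containing HEPES buffer, pH 7.2 · Timing – 5 min between mix addition and reading · Also added – TAMRA-labelled myosin IIA heavy-chain peptide probe, 5 nM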
Active calls of the source: *; . = not tested or not shown. Not all compounds are listed (hit frequency here may not be typical).

entry	compound	FN deposit inh	SIRT5 inh	Casp6 inh	Statin myotox sup	esBAF inh	LGR2 antag	S100A4 MyoIIA
1	CCS(=O)(=O)N1CC2(C1)[C@@H](c1ccccc1)[C@@H](CO)N2Cc1ccccn1	-15	3	1	.	.	8	-1
2	COc1ccc(Oc2ccc(C(F)(F)F)cc2NC(=O)CC(CC(=O)O)c2ccccc2)cc1 (configuration not stated)	3	1	5	1	-6	-16	-5
3	Cc1cccc(-c2ccc([C@H]3[C@H]4CN(C(=O)NC(C)C)CCCCN4[C@H]3CO)cc2)c1	.	-1	0	0	6	9	2
4	O=C(NCCc1ccccc1)[C@@H]1N[C@@H]2c3ccc(-c4ccccc4)c(=O)n3C[C@@H]2[C@H]1CO	.	-18	0	-15	-1	9	2
5	CCS(=O)(=O)N1CC2(C1)[C@H](c1ccccc1)[C@H](CO)N2C(=O)C1CCCC1	-2	0	-3	.	.	-8	1
6	CC(C)NC(=O)N(C)C[C@@H]1OCCCC[C@H](C)Oc2ccc(NS(C)(=O)=O)cc2C(=O)N([C@H](C)CO)C[C@@H]1C	.	0	-1	.	-2	-1	2
7	CN1C(=O)c2cc(NC(=O)C3CCCC3)ccc2OC[C@H]2O[C@@H](CC(=O)O)CC[C@H]21	-21	-7	.	2	6	3	.
8	CCOC(=O)C1(CCOc2ccccc2)CCN(Cc2ccc(C)o2)CC1	.	2	2	.	.	-35	-1
9	FC(F)(F)c1ccc(CN2C[C@@H]3C(c4ccc(C(F)(F)F)cc4)C4(c5cccnc5)CC3(C4)[C@H]2c2ccccc2)cc1 (some centres not stated)	4	.	-1	119*	2	15	-1
10	COc1cccc(CNC(=O)CSc2nc(=O)n(Cc3ccncc3)c3c2CCC3)c1	1	1	-1	-1	-1	3	-10
11	C[C@@H]1CN([C@@H](C)CO)S(=O)(=O)c2ccc(C#CC3(O)CCCC3)cc2O[C@H]1CN(C)C(=O)Cc1ccncc1	-2	5	0	3	0	-14	1
12	O=C(C1=C[C@@H](c2ccc(C(F)(F)F)cc2)C[C@@H](OCc2ccc(CO)cc2)O1)N1CCCC1	.	2	4	.	.	.	4
13	COc1ccccc1CCn1cnc(-c2ccc(F)cc2)c1CC(C)C	2	.	-3	.	.	48	1
14	COc1ccc(C(=O)N2CCOC2CNC(=O)C(=O)NCc2ccccc2)cc1 (configuration not stated)	-1	.	1	24	-3	-8	-3
15	Cc1c(Br)c([N+](=O)[O-])nn1C(C)C(=O)NCC1CCCO1 (configuration not stated)	0	-9	1	-2	0	2	-9
16	COc1ccc(CNC(=O)[C@@H](Cc2ccccc2)NC(=O)[C@H]2O[C@@H](n3cnc4c(=O)[nH]c(N)nc43)[C@H](O)[C@@H]2O)cc1	-10	0	-2	.	.	-5	-2
17	Cc1cccc(N2CCN(C(=O)C3CCCCC3)CC2)c1C	.	.	.	-14	4	12	.
18	C[C@@H]1CN([C@H](C)CO)C(=O)c2cccc(NC(=O)Nc3ccc4c(c3)OCO4)c2O[C@@H]1CN(C)C	.	-4	0	1	-3	-11	-2
19	C[C@@H]1CN([C@@H](C)CO)C(=O)c2cc(NC(=O)C3CCCCC3)ccc2O[C@H]1CN(C)Cc1ccncc1	.	0	0	-2	3	-24	0
20	C/C=C/c1ccc2c(c1)[C@H]1[C@H](CCN1C(=O)C1CC1)[C@@H](CO)N2	-2	2	1	.	.	-11	15
21	CCOC(=O)N1CCN(C(=O)Nc2ccccc2Cl)CC1	.	-2	1	5	-2	-7	-4
22	O=C(CSc1nncn1-c1ccccc1)Nc1cc(Cl)cc(Cl)c1	.	0	0	.	.	.	4
23	COCCNC(=O)C1(C)CCCN(C(=O)c2cccc(C#N)c2)C1 (configuration not stated)	-6	.	2	1	4	6	-4
24	CCN(CC(=O)Nc1ccc2c(c1)OCCO2)C(=O)c1ccc(C)c(S(=O)(=O)N2CCOCC2)c1	5	-2	6	15	.	7	0
25	COc1ccc(S(=O)(=O)N(C)C[C@H]2Oc3ccc(NC(=O)CCCN(C)C)cc3CC(=O)N([C@H](C)CO)C[C@@H]2C)cc1	-15	-3	0	-6	-1	20	-5
26	CCN1CCN(S(=O)(=O)c2ccc(Cl)c(C(=O)N(C)CC(=O)Nc3c(C)cccc3C)c2)CC1	3	-4	-151	-2	5	17	0
27	O=C(CSc1nc(-c2ccc(F)cc2)cs1)NC(=O)NCc1ccco1	.	.	.	-9	12	1	.
28	CSCCC(NC(=O)c1ccccc1)C(=O)NCc1ccco1 (configuration not stated)	-2	.	.	14	5	.	.
29	C/C=C/c1ccccc1[C@H]1[C@H](C#N)N(C(=O)CN2CCOCC2)[C@H]1CO	-11	-7	-3	.	.	-6	6
30	CN1CCN(/N=C/c2ccc(OCc3ccccc3)cc2)CC1	7	0	1	3	40	-32	-2
31	C[C@H]1CN([C@@H](C)CO)C(=O)c2cc(NS(=O)(=O)c3cn(C)cn3)ccc2O[C@@H]1CN(C)C(=O)Nc1ccccc1	.	-3	3	.	4	-12	-2
32	COc1ccccc1NC(=O)Cn1c(=O)oc2cc(S(=O)(=O)N3CCCC3)ccc21	-4	-4	-1	-8	5	20	-2
33	CC(NC(=O)CN(c1ccc(Cl)cc1)S(C)(=O)=O)c1ccccc1 (configuration not stated)	7	11	-1	-3	-7	11	-5
34	O=C(C[C@@H]1CC[C@H]2[C@@H](COC[C@H](O)CN2S(=O)(=O)c2ccccc2)O1)Nc1ccccc1	-6	-3	3	7	-4	-1	-5
35	COc1ccc(C(C(=O)NCc2ccccc2)n2c(=O)c(-c3ccco3)nc3ccccc32)cc1 (configuration not stated)	-4	-3	7	.	.	-1	-12
36	COc1ccc(C(=O)N/N=C/c2ccc(OC)c(CN3CCN(c4ccc(F)cc4)CC3)c2)cc1	8	0	-4	.	.	.	-4
37	Cc1oc(-c2ccccc2Cl)nc1CN(Cc1ccccn1)C[C@@H]1CCC(=O)N1	0	-2	1	.	.	-22	5
38	COC(=O)c1cc(S(=O)(=O)NCc2cccc(Br)c2)c[nH]1	-8	11	-2	1	-3	-3	-1
39	O=C(OCCN1C(=O)c2ccccc2C1=O)C1CCN(S(=O)(=O)c2cccs2)CC1	-15	.	.	8	-8	.	.
40	CCCC(=O)Nc1ccc2c(c1)C(=O)N(C)C[C@@H](OC)[C@@H](C)CN(Cc1ccc(-c3ccccn3)cc1)[C@H](C)CO2	-6	.	-3	15	12	8	-12
41	C[C@@H]1CN([C@H](C)CO)C(=O)Cc2cc(NS(=O)(=O)c3cn(C)cn3)ccc2O[C@@H]1CN(C)Cc1ccccc1	.	-1	1	19	-1	-5	0
42	C[C@@H]1CN([C@H](C)CO)C(=O)Cc2cc(NC(=O)c3ccncc3)ccc2O[C@H]1CN(C)S(=O)(=O)c1cn(C)cn1	.	-4	1	-10	2	2	-7
43	CNc1cc(CSc2ccc(Cl)cc2)nc(C)n1	2	1	0	8	52*	8	-2
44	CCCC1C(=O)Nc2ccccc2N1C(=O)c1cccc(C)c1 (configuration not stated)	-1	1	1	-2	1	-6	1
45	Cc1cccn2c(=O)nc(SCC(=O)Nc3ccc4c(c3)OCO4)nc12	4	1	3	3	2	9	2
46	O=[N+]([O-])c1ccc(-c2nc(-c3cccs3)c(-c3cccs3)[nH]2)cc1	.	-3	-2	.	.	16	-3
47	C[C@H]1CN([C@@H](C)CO)C(=O)c2c(c3ccccc3n2C)-c2ccccc2CO[C@@H]1CN(C)C	8	2	13	.	-7	2	-4
48	COc1cc(CNCCc2ccc(S(N)(=O)=O)cc2)ccc1OCc1ccc(Cl)cc1	.	-5	2	-17	21	22	-5
49	COCC#Cc1ccc2c(c1)O[C@@H](CN(C)Cc1cccnc1)[C@H](C)CN([C@H](C)CO)S2(=O)=O	4	-5	1	-69	10	1	-7
50	Cc1cccc(N2C(=O)CN=C2Nc2nc(C)cc(C)n2)c1	-1	.	.	7	0	.	.
51	COc1c(F)c(F)cc2c(=O)c(C(=O)O)cn(C3CC3)c12	-2	-1	-1	-7	-8	8	0
52	COc1ccc(CNC(=O)c2cc3c(=O)n4ccccc4nc3n(CC3CCCO3)c2=N)cc1 (configuration not stated)	-10	.	.	-8	-3	.	.
53	Cc1cc(C(=O)CSc2nnc(-c3ccc4c(c3)OCO4)o2)c(C)n1-c1ccc(F)cc1	0	-1	0	2	-9	-3	0
54	C[C@@H]1CCCCO[C@@H](CN(C)C(=O)c2ccncc2)[C@@H](C)CN([C@H](C)CO)C(=O)c2cc(NC(=O)C3CCCCC3)ccc2O1	.	-4	0	-13	-5	1	5
55	CCc1c(C)nc2cc(-c3ccccc3)[nH]n2c1=O	2	-7	0	-15	25	-46	3
56	CC(C)C(CCNCc1ccccn1)c1ccc(Cl)cc1 (configuration not stated)	-3	0	-7	1	-5	8	-2
57	O=C(C[C@H]1C[C@H]2c3cc(NS(=O)(=O)c4ccc(F)cc4)ccc3O[C@H]2[C@@H](CO)O1)NC1CCCC1	4	-3	-2	-4	2	4	13
58	O=c1oc2ccc(C#CC3(O)CCCCC3)cc2cc1-n1cc(-c2ccsc2)nn1	0	.	.	-4	-9	10	-6
59	O=C(CCn1nc(-c2ccccc2)ccc1=O)N1CCOCC1	0	.	-1	.	.	6	0
60	CCS(=O)(=O)NC[C@@H]1[C@@H](c2ccccc2)[C@@H](CO)N1CC1CCCCC1	-8	-4	-1	.	.	21	2

Ordered by molar mass (falling): 5 of the compounds above
entry	compound	FN deposit inh	SIRT5 inh	Casp6 inh	Statin myotox sup	esBAF inh	LGR2 antag	S100A4 MyoIIA
54	C[C@@H]1CCCCO[C@@H](CN(C)C(=O)c2ccncc2)[C@@H](C)CN([C@H](C)CO)C(=O)c2cc(NC(=O)C3CCCCC3)ccc2O1	.	-4	0	-13	-5	1	5
47	C[C@H]1CN([C@@H](C)CO)C(=O)c2c(c3ccccc3n2C)-c2ccccc2CO[C@@H]1CN(C)C	8	2	13	.	-7	2	-4
59	O=C(CCn1nc(-c2ccccc2)ccc1=O)N1CCOCC1	0	.	-1	.	.	6	0
56	CC(C)C(CCNCc1ccccn1)c1ccc(Cl)cc1 (configuration not stated)	-3	0	-7	1	-5	8	-2
55	CCc1c(C)nc2cc(-c3ccccc3)[nH]n2c1=O	2	-7	0	-15	25	-46	3

Next section.
entry	compound	FN deposit inh	SIRT5 inh	Casp6 inh	Statin myotox sup	esBAF inh	LGR2 antag	S100A4 MyoIIA
61	Cc1ccc(C(=O)NCCNC(=O)c2ccco2)cc1C	5	-7	-1	8	-6	-10	10
62	Cc1cc2ccccn2c1C(=O)c1cccc(S(=O)(=O)N2CCOCC2)c1	-3	-1	-1	-3	4	.	-3
63	CCOC(=O)/C=C/C(=O)Nc1ccccc1C(=O)NC1CCCCC1	-3	-1	-1	.	.	7	0
64	COc1ccc2[nH]c(=O)c(CN(C(=O)c3cccnc3)c3ccccc3)cc2c1	.	-7	1	6	20	10	-1
